IDE cell inh = human IDE inhibitors in live cells, primary screen, fluorescence polarization, HEK cells, FAbetaB substrate. 0.41% of 320,000 active. Insulin-degrading enzyme (Homo sapiens), P14735. FAbetaB cleavage. inhibition, % at 5.59 µM;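 active means percent inhibition above the average of all tested compounds plus 3 SD, set per screening campaign, cut at about 16% in these data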;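 further: IDE supplied by intact live HEK cells; FP after avidin binding of uncleaved biotin substrate so inhibition keeps polarization high; 0% = DMSO wells and 100% = 60 µM reference IDE inhibitor Ii1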
IMP-1 inhibitor = IMP-1 metallo-beta-lactamase inhibitors, primary screen, biochemical, epi-absorbance readout, Pseudomonas aeruginosa enzyme; metallo-beta-lactamase IMP-1 (Pseudomonas aeruginosa); purified IMP-1, nitrocefin hydrolysis, epi-absorbance fluorescence; inhibition, % at 5.6 µM; 0.45% of 290,000 active; AID 1556, 2009;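 active means inhibition above the mean plus 3 SD of all compounds in the same screening run, cut at about 4.5% in these data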;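 further: 0% = IMP-1 with DMSO and 100% = DMSO wells lacking enzyme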
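Material – recombinant IMP-1 enzyme, purified · Amount – IMP-1 0.2 nM before substrate addition · Medium – HEPES buffer pH 7.1 with ZnSO4 and Brij 35 · Timing – 25 °C, 15 min preincubation, 25 min reaction · Measured by – plate fluorescence quenching by hydrolysis product, ex 480/em 530 nm · Read-out – percent enzyme inhibition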
IDE act = human IDE activators in live cells, primary screen, fluorescence polarization, HEK cells, FAbeta-B substrate. Insulin-degrading enzyme (Homo sapiens), P14735. FAbeta-B cleavage; 0% vehicle, 100% cell-free pure enzyme wells. activation, % at 5.96 µM. 0.073% of 340,000 active. AID 493087, 2011;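 active means activation above the mean of all tested compounds plus 3 SD, set per screening campaign, cut at about 17% in these data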
M18AAP inhibitor = PfM18AAP inhibitors, malaria aminopeptidase, primary screen, biochemical, QFRET, recombinant enzyme. M18 aspartyl aminopeptidase (Plasmodium falciparum 3D7). H-Glu-NHMec fluorogenic cleavage. inhibition, % at 7.35 µM. 1.2% of 290,000 active. AID 1822, 2009;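 active means inhibition above the campaign mean inhibition over all tested compounds plus 3 SD, cut at about 28% in these data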;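 further: 0% = plate median of test compound wells and 100% = 2 mM ZnCl2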
FID counter = compounds displacing fluorescent DNA intercalator, primary screen, artefact control for HCV NS3 helicase inhibitor project, biochemical, FID fluorescence; inhibition, % at 7.9 µM; DNA fluorescent intercalator displacement; 0.17% of 290,000 active; AID 1845, 2009; in the data active means inhibition above about 37%;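 further: 0% = vehicle and 100% = reference compound; higher means more ethidium bromide displaced from hairpin DNA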
VIM-2 inh = VIM-2 metallo-beta-lactamase inhibitors, primary screen, biochemical, epi-absorbance readout, Pseudomonas aeruginosa enzyme; 0.89% of 290,000 active; AID 1527, 2009; inhibition, % at 5.6 µM; purified VIM-2, nitrocefin hydrolysis, epi-absorbance fluorescence;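 active means inhibition above the mean of all tested compounds plus 3 SD, cutoff set per screening run, cut at about 7.5% in these data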;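 further: red hydrolysis product quenches plate fluorescence so inhibitors raise well fluorescence; 0% = enzyme with DMSO and 100% = DMSO without enzyme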
SUMO HTRF inh = inhibitors of in vitro SUMOylation cascade, primary screen, biochemical, HTRF, uHTS; HTRF SUMOylation assay, SAE1/SAE2 + UBC9; inhibition, % at 35 µM; 0.36% of 290,000 active; in the data active means inhibition above about 50%, passing the limit was not always enough; further: strong numbers were not always called active
HCV NS3 hel inh = inhibitors of HCV NS3 helicase, primary screen, biochemical, Cy5 molecular beacon fluorescence. Hepatitis C virus NS3 helicase. NS3 helicase DNA unwinding. inhibition, % at 10.9 µM. 0.56% of 290,000 active. AID 1800, 2009;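 active means inhibition above the mean of all tested compounds plus 3 SD, set per campaign, cut at about 35% in these data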;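 further: 0% = DMSO wells and 100% = thioflavine S control wells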
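Material: hepatitis C virus NS3 helicase domain fragment enzyme; measured by: Cy5 fluorescence, 0 and 60 min reads; control set: DMSO and thioflavine S; incubation: 60 min unwinding reaction at 25 °C after ATP addition; read-out basis: % inhibition from 60/0 min fluorescence ratio, DMSO 0%, thioflavine S 100%; repeats: singlicate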
p-CIP stab down = p/CIP-EGFP fusion destabilizers, primary screen, fluorescence, F442A cells; Q05BA5; 16 h; decrease of EGFP signal, % at 10 µM; 0.01% of 290,000 active; AID 1984, 2009;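 active means EGFP signal decrease of at least 30% at 10 µM or well 3 SD below plate mean, unless failing retest; inactive means the rest, including hits failing retest or dose response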; further: some compounds called inactive have numbers as strong as hits; many of its hits are not listed in these tables
Target sequence (Q05BA5 1-1403): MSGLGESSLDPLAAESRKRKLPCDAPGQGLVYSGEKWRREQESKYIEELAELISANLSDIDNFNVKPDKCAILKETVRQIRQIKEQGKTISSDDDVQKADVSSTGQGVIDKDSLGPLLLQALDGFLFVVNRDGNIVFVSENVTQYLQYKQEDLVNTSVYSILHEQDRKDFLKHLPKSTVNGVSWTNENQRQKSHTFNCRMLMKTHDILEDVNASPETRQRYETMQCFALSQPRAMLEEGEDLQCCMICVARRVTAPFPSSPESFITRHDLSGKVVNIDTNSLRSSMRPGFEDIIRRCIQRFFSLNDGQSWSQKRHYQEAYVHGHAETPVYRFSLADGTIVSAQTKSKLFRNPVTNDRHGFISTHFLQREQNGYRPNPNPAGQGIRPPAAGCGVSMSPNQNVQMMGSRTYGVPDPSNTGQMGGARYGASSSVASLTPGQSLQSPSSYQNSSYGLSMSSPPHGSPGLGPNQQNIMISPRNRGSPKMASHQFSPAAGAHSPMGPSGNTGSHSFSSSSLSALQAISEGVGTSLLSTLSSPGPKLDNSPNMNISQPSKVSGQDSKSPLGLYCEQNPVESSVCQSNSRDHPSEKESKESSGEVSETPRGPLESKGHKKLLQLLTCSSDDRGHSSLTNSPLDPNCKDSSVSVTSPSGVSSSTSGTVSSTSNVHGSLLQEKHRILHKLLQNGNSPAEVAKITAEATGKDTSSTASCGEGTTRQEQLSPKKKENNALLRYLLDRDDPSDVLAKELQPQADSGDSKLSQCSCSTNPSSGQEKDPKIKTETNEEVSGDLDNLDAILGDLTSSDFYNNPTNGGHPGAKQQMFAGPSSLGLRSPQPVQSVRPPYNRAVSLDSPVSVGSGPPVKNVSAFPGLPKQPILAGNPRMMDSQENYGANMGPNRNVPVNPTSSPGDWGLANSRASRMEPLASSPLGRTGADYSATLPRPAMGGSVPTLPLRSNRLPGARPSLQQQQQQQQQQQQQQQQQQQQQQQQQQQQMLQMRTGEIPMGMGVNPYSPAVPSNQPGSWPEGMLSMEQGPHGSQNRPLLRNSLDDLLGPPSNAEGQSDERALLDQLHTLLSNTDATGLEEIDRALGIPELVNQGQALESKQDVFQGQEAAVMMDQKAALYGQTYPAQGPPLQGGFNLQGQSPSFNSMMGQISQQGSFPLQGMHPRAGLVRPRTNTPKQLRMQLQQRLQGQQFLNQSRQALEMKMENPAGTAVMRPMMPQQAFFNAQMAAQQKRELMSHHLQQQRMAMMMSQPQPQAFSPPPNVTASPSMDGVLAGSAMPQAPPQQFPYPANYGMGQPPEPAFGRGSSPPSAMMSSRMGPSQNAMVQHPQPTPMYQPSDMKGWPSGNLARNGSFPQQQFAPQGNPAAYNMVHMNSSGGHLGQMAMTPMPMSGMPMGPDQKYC
Numbers without * were called inactive; nt = not tested or not shown.

Structure	IDE cell inh	IMP-1 inhibitor	IDE act	M18AAP inhibitor	FID counter	VIM-2 inh	SUMO HTRF inh	HCV NS3 hel inh	p-CIP stab down
COc1ccc(/C=C(/C#N)C(=O)Nc2cc(C)ccc2C)cc1C(=O)O	-2	-1.0	0	-4	0	-2.5	8	-4	-12
CCCN(CCC)CC(O)COc1ccc2c(c1)OCO2 (stereo unspecified)	-3	0.1	1	-5	-2	2.8	0	-3	16
CCC(c1nnnn1C1CCCCC1)N1CCN(C(=O)c2ccco2)CC1 (stereo unspecified)	-1	-2.6	-2	-4	-16	-1.2	20	-10	-7
CS(=O)(=O)N(CC(=O)N1CCOCC1)c1ccc(Cl)cc1	-5	0.0	8	-8	-11	0.0	6	5	-5
O=C(CCCCCNC(=O)N1CCn2c1nc1ccccc12)N[C@@H](Cc1ccccc1)C(=O)O	2	-3.4	5	4	-27	-1.5	1	12	1
CC(=O)N(CC1CCCO1)C1(C(=O)NC2CCCC2)CCCCC1 (stereo unspecified)	1	-3.7	-2	-2	-5	-3.0	7	-14	-2
COc1cc(NC(=O)CN(C)S(=O)(=O)c2ccc3c(c2)CC(C)N3C(C)=O)cc(OC)c1 (stereo unspecified)	6	0.1	6	1	-28	0.9	-4	-4	-4
Cc1ccc(C(=O)CC2SC(N)=NC2=O)cc1 (stereo unspecified)	5	-1.9	5	-3	2	1.9	-6	8	-6
CC(=O)Nc1c(C(=O)N2CCOCC2)cnn1-c1ccc(C)c(C)c1	2	-1.6	-2	-3	-4	-0.8	18	5	-27
CCC(=O)N(Cc1cc(=O)[nH]c2ccccc12)c1ccc(C)cc1C	0	-1.6	-1	2	-31	-2.7	4	-11	-9
CCOC(=O)CSc1nc2cc(C(=O)NCC3CCCO3)ccc2c(=O)n1Cc1ccco1 (stereo unspecified)	-4	1.2	1	3	-24	-0.2	27	-5	-18
CCOc1cc(C(=O)Nc2cccc3ncccc23)cc(OCC)c1OCC	1	2.7	4	11	-28	-1.9	-1	16	8
CSc1ccc(Cc2ccc(Cl)cc2Cl)nn1	5	-3.1	4	0	-16	-1.7	9	9	-8
COc1ccccc1Cn1c(=S)[nH]c2cc(C(=O)NCC(OC)OC)ccc2c1=O	nt	-3.2	3	5	-29	-5.0	-26	7	5
COC(=O)c1ccccc1OCCOc1ccccc1C(=O)OC	5	-2.7	6	-2	-14	-1.4	19	-3	-11
C=CCNC(=S)NNC(=O)CCC(O)COCCC(C)C (stereo unspecified)	3	-2.7	3	0	-3	-3.7	-2	12	9
COc1ccc(N2CCN(CCNC(=O)CCS(=O)(=O)c3cccc4nsnc34)CC2)cc1	0	0.9	nt	-3	13	-0.5	-4	-3	-6
CCCCc1nc(Cl)c(C#N)c2c1CCCC2	-2	-4.0	7	-3	-3	-1.2	-9	4	-13
NC(=O)c1cc(NC(=O)CCCc2nc3ccccc3s2)cc(C(N)=O)c1	3	-2.1	1	0	-7	-1.1	-4	-5	-14
Cc1cccc(OC(=O)c2sc(Cl)nc2C)c1	7	0.4	3	-3	-3	-3.5	3	3	2
O=C1CCCN1CCC(=O)N1CCCC(N2CCN(c3ccccc3F)CC2)C1 (stereo unspecified)	1	-3.0	-3	-13	-11	0.9	13	4	-26
COc1ccc(NC(=O)c2cc3c(=O)n(C)c4ccccc4c3s2)cc1OC	-4	-2.9	1	0	2	0.4	34	1	14
CCC(=O)N1CCN(c2ccc(NC(=O)c3cc4ccccc4o3)cc2Cl)CC1	0	-1.6	-2	5	-10	-4.0	-12	6	-12
COc1ccc2nc(Nc3nc4ccc(NC(C)=O)cc4s3)sc2c1	8	-1.1	-5	-12	4	1.5	-63	1	-8
Cc1cc(C)c2c(c1)c1nnc(SCCN3CCOCC3)nc1n2C	nt	-3.1	3	10	-16	23*	6	-2	-9
COc1cccc2cc(-c3nnc(SCC(=O)Nc4ccc(NC(C)=O)cc4)n3C)oc12	0	-2.3	0	0	-31	0.8	6	-8	3
O=C(NCCN1CCOCC1)c1cccn2c(=O)c3c4c(sc3nc12)CCCC4	3	-1.1	nt	1	-9	17*	-9	-4	5
OC(c1ccc(Cl)cc1)c1nccc2ccccc12 (stereo unspecified)	3	-4.8	2	-4	-9	-1.2	3	-42	-4
CC(C)c1nnc(NC(=O)CSc2nc3ccccc3[nH]2)s1	-2	-5.9	7	3	-7	-1.6	12	3	0
Cc1ccc(Cn2ncc3c(N4CCN(C)CC4)ncnc32)cc1	-1	-0.3	-1	-7	-1	-0.3	-2	-10	7
Cc1cc(C)c2cc(CN(CCO)C(=O)Nc3ccc(Cl)cc3)c(=O)[nH]c2c1	6	-3.6	nt	2	-10	-3.2	-2	-2	-5
COC1CCCCC1Nc1cc(C)cc(C)c1 (stereo unspecified)	2	0.2	2	7	6	-4.6	-4	-5	1
Cc1ccc(C)c(Cn2c3ccccc3c3cnn(CC(=O)NCCN4CCOCC4)c(=O)c32)c1	9	-3.8	-2	-3	14	-2.0	-7	-77	-2
CCOC(=O)CSc1nnc(CNC(=O)c2cc(OC)c(OC)c(OC)c2)n1C	4	-4.8	7	-27	-13	-1.9	14	11	-20
O=S(=O)(Cc1ccccc1)N1CCCC1	-2	-5.1	1	2	3	1.1	13	3	-6
Cc1onc(-c2ccccc2Cl)c1C(=O)N1CCN(S(=O)(=O)c2ccc(F)c(F)c2)CC1	9	-3.9	3	-10	-46	-2.8	3	12	-10
Cc1cc(C)n(CCNC(=O)CC2C(=O)NCCN2CC2CCCCC2)n1 (stereo unspecified)	6	-2.0	4	-6	-21	-2.9	2	-10	0
O=C(CN1CCOCC1)Nc1c2c(nc3c1CCC3)CCC2	6	-1.0	2	-4	3	-2.3	-2	6	-14
O=C(NCc1ccccc1)c1ncn[nH]1	-4	-1.3	2	5	-4	-1.6	-11	1	12
COC(=O)c1cc(-c2c(C)oc3cc(O)ccc3c2=O)c(C)o1	-1	-2.3	1	0	-10	0.9	28	-4	-17
O=C(NCC(c1cccnc1)N1CCN(c2ccc(F)cc2)CC1)c1ccc(F)cc1 (stereo unspecified)	1	0.0	4	-1	-13	-1.8	2	1	-12
Cc1ccc(C(=O)N/C(=C/c2cccs2)C(=O)N2CCCCCC2)cc1	0	-2.6	5	-9	-31	-0.3	-2	-3	-7
O=C(c1ccco1)N1CCN(c2ccc([N+](=O)[O-])cn2)CC1	-4	0.4	-5	4	-2	-1.0	16	5	-3
CC1CC(=O)Nc2ccccc2N1S(=O)(=O)c1cccc(F)c1 (stereo unspecified)	-1	-3.2	nt	2	-1	-3.2	17	-4	5
C=CCOc1c(CNc2ccc(S(N)(=O)=O)cc2)cccc1OC	5	-0.2	9	1	-5	-1.9	0	-6	9
COc1ccc(CNC(=O)CN(C(=O)c2csnn2)c2cccc(F)c2)cc1	-1	-2.5	-5	0	-10	-1.8	1	-2	-8
O=C(CSc1nc2ccccc2n1-c1ccccc1)Nc1ncc(Cl)cc1Cl	6	-4.2	-4	-5	-26	-0.8	-6	-17	-13
O=C(COc1ccccc1)Nc1ccc(S(=O)(=O)NCc2ccco2)cc1	10	-1.5	7	4	-16	-0.8	15	2	-9

Quoted at random: two records from the list.
Structure	IDE cell inh	IMP-1 inhibitor	IDE act	M18AAP inhibitor	FID counter	VIM-2 inh	SUMO HTRF inh	HCV NS3 hel inh	p-CIP stab down
O=C(c1ccco1)N1CCN(c2ccc([N+](=O)[O-])cn2)CC1	-4	0.4	-5	4	-2	-1.0	16	5	-3
O=C(COc1ccccc1)Nc1ccc(S(=O)(=O)NCc2ccco2)cc1	10	-1.5	7	4	-16	-0.8	15	2	-9

(listing goes on)
Structure	IDE cell inh	IMP-1 inhibitor	IDE act	M18AAP inhibitor	FID counter	VIM-2 inh	SUMO HTRF inh	HCV NS3 hel inh	p-CIP stab down
CCn1c(SCC(=O)Nc2cc(NC(C)=O)ccc2OC)nnc1-c1ccccn1	-3	-1.7	-2	-18	-17	0.0	3	-6	-7
Cc1ccc(C(=O)COc2ncnc3cc(Cl)ccc23)cc1	5	-1.9	nt	-6	-3	-4.2	7	-7	-10
COc1cc(/C=N/NC(=O)c2cccnc2)cc2c1OCO2	-2	-0.9	-1	-8	-7	-0.5	21	7	-11
Cc1ccc(C)c(NC(=S)N2CCN(c3ccccn3)CC2)c1	-5	-0.2	3	-10	-10	1.9	9	0	-10
Cc1ccc(NC(=S)N2CCN(S(=O)(=O)c3ccc(F)cc3)CC2)cc1	nt	-5.7	5	0	-24	-6.2	-10	2	-22
NS(=O)(=O)c1ccc(CNC(=O)/C=C/c2cccc(Cl)c2)cc1	3	-1.5	6	-2	-5	2.3	-13	14	4
CC(=O)Oc1ccc(C2(C)CC(C)(C)Oc3cc(OC(C)=O)ccc32)c(OC(C)=O)c1 (stereo unspecified)	3	-0.6	5	-12	-48	-0.6	4	-22	-16
COc1ccccc1OCc1ccc(C(=O)Nc2ccncc2)o1	4	-1.8	8	1	-2	-1.4	7	-7	-4

As a working copy, 6 of the compounds above.
Structure	IDE cell inh	IMP-1 inhibitor	IDE act	M18AAP inhibitor	FID counter	VIM-2 inh	SUMO HTRF inh	HCV NS3 hel inh	p-CIP stab down
O=C(COc1ccccc1)Nc1ccc(S(=O)(=O)NCc2ccco2)cc1	10	-1.5	7	4	-16	-0.8	15	2	-9
CCn1c(SCC(=O)Nc2cc(NC(C)=O)ccc2OC)nnc1-c1ccccn1	-3	-1.7	-2	-18	-17	0.0	3	-6	-7
Cc1ccc(C(=O)COc2ncnc3cc(Cl)ccc23)cc1	5	-1.9	nt	-6	-3	-4.2	7	-7	-10
COc1cc(/C=N/NC(=O)c2cccnc2)cc2c1OCO2	-2	-0.9	-1	-8	-7	-0.5	21	7	-11
Cc1ccc(C)c(NC(=S)N2CCN(c3ccccn3)CC2)c1	-5	-0.2	3	-10	-10	1.9	9	0	-10
Cc1ccc(NC(=S)N2CCN(S(=O)(=O)c3ccc(F)cc3)CC2)cc1	nt	-5.7	5	0	-24	-6.2	-10	2	-22

Bioassay records: PubChem, several laboratories
